rCAG RNA binder: molecules binding r(CAG) RNA repeats; r(CAG) RNA repeat, TO-PRO-1 dye displacement fluorescence; inhibition, % at 3 µM; 370,000 tested, 1.3% active;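 active means inhibition above the plate cutoff, the mean of all test compounds on that plate plus 3 SD, cut at about 35% in these data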;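 further: 0% = DMSO alone and 100% = 100 µM mitoxantrone as full dye displacement; higher means more dye released from RNA so lower well fluorescence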
LEDGF integ inh: blocks HIV-1 LEDGF/p75-dependent DNA integration; TR-FRET IN-LEDGF/p75 DNA integration, Eu/Cy5; inhibition, % at 3.7 µM; 370,000 tested, 0.64% active;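 active means inhibition above the screen-wide mean plus 3 SD, cut at about 13% in these data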;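 further: signal is the Cy5 over europium emission ratio at 671 and 618 nm; 0% = plate median of compound wells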
TDP2 inh: blocks human TDP2 phosphodiesterase activity; O95551; recombinant TDP2, T5PNP hydrolysis, p-nitrophenol absorbance 415 nm; inhibition, % at 12.8 µM; 370,000 tested, 0.34% active;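 active means inhibition above the mean of all tested compounds plus 3 SD, set per campaign, cut at about 25% in these data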;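 further: 0% = DMSO with enzyme and 100% = buffer with substrate but no TDP2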
Target sequence (O95551 whole entry, looked up): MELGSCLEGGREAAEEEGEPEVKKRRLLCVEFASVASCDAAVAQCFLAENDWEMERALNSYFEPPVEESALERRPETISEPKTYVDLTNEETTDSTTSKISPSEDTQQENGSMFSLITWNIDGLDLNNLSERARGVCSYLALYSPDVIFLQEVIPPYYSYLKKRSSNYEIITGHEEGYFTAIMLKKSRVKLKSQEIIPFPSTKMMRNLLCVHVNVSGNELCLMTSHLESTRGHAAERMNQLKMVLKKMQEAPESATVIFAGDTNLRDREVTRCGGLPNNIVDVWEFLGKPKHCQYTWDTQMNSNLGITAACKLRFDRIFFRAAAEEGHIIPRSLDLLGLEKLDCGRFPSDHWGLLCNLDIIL
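Assay system: recombinant human TDP2 / Reagent: T5PNP substrate at 5 mM, a TopII-DNA adduct mimic / Measured by: epi absorbance from released p-nitrophenol / Evaluation: % inhibition relative to enzyme-containing and enzyme-free wells / Control set: enzyme-free and DMSO wells / Replicates: each compound tested once, singlicate / Schedule: enzyme reaction with compound for 2 h at 37 °C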
NPR2 activator: GC-B (human) receptor activation; P20594; AID 1920062; HEK293-GC-B cells, CNP EC30, cGMP TR-FRET; 0% at EC30 CNP, 100% saturating CNP; 370,000 tested, 0.11% active; activation, % at 10 µM;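 active means activation at 10 µM reaching about 35% in either raw or pattern-adjusted values, limit read from the data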
MBD2 inh: blocks human MBD2 binding to methylated DNA; TR-FRET, MBD2 binding to methylated oligonucleotide; AID 686964; inhibition, % at 4.4 µM; 370,000 tested, 0.31% active; in the data active means inhibition above about 13%
PRMT1 FP inh: inhibitors of human PRMT1; AID 652257; inhibition, % at 2.79 µM; recombinant PRMT1, activity-based probe fluorescence polarization; 370,000 tested, 1.3% active; Q99873;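 active means inhibition above about 21% made by adding two undisclosed values, limit read from the data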
SIAE inh: blocks human sialic acid acetylesterase; Q9HAT2; 370,000 tested, 0.69% active; inhibition, % at 9.66 µM; SIAE FP-Rh probe binding, fluorescence polarization;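 active means inhibition above a cutoff: mean of compounds within the control limits plus 3 SD of those, cut at about 17% in these data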;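 further: 0% = plate median of compound wells and 100% = probe without SIAE protein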
HTRA1 inhibitor: blocks human HTRA1 serine peptidase; Q92743; recombinant HTRA1, FP-rhodamine activity-based probe, fluorescence polarization; inhibition, % at 5.96 µM; 340,000 tested, 0.5% active; AID 504803; in the data active means inhibition above about 36%;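 further: 0% = enzyme with DMSO and 100% = wells lacking enzyme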
Target sequence (Q92743 whole entry, looked up): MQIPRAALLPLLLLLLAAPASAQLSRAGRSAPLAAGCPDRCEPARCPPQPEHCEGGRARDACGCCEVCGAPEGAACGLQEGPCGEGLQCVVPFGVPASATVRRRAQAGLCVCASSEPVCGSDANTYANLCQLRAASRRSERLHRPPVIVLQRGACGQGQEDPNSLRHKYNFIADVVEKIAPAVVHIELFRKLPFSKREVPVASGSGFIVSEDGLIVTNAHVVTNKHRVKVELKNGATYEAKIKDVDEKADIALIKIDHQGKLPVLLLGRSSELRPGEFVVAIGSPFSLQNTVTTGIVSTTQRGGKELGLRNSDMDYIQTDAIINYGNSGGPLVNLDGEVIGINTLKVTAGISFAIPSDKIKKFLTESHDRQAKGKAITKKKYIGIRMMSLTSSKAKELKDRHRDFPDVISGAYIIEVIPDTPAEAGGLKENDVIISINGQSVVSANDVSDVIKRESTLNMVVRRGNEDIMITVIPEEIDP
TCR-CD3 inh: blocks the human TCR-CD3 interaction; 360,000 tested, 0.37% active; inhibition, % at 9.4 µM; TAMRA-labeled TCR probe fluorescence, biochemical; in the data active means inhibition above about 19%;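 further: recombinant mutant TCR 2C K166C tagged with TAMRA read by polarization; 0% = receptor in buffer alone and 100% = receptor with positive control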
mABHD4 FP: inhibitors of mouse ABHD4 | purified mABHD4, FP-Rh probe fluorescence polarization | inhibition, % at 8.92 µM | 370,000 tested, 0.54% active;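 active means inhibition exceeding the mean over every tested compound plus 3 SD, cut at about 30% in these data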;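 further: 0% = plate median of compound wells and 100% = S159A mutant with DMSO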
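Assay system: wild-type mouse ABHD4 protein; compound: single nominal dose of 8.92 µM, 0.89% DMSO final; schedule: 45 min + 60 min at 25 °C; measured by: FP readout, ex 525 nm / em 598 nm; evaluation: % inhibition of FP-Rh probe binding versus controls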
Starred values were filed as active, the others as inactive; · = not tested or not shown. This is a subset; the hit share may differ from the screen's.

SMILES | rCAG RNA binder | LEDGF integ inh | TDP2 inh | NPR2 activator | MBD2 inh | PRMT1 FP inh | SIAE inh | HTRA1 inhibitor | TCR-CD3 inh | mABHD4 FP
O=C(CC1CCCCC1)NCc1ccc(F)cc1 | 2.1 | -4.0 | 2.9 | -3.4 | -1.7 | 1.3 | -7.0 | 3.5 | 7.3 | -2.0
CCN(CC)CCCN=C1N[C@@H](c2cccc(C(F)(F)F)c2)C(C(=O)OC)=C(C)N1CC | 6.3 | 0.5 | -5.9 | -17.1 | -2.2 | 0.5 | 4.5 | 10.5 | -0.5 | 6.6
O=C1NC(c2ccccc2)=NC1(NS(=O)(=O)c1ccccc1)C(F)(F)F (stereo unspecified) | 1.9 | 5.7 | -17.1 | -1.4 | -0.8 | -0.8 | -5.6 | 0.8 | 4.3 | -8.3
O=C(COC(=O)c1ccccc1C(=O)c1ccc(Cl)cc1)NCc1ccccc1 | -4.1 | 1.6 | -0.8 | 0.5 | 1.8 | -2.3 | 0.6 | -12.2 | 3.4 | -2.0
O=C(Nc1cccc(O)c1)c1cccc(S(=O)(=O)N2CCCC2)c1 | -1.1 | 1.2 | 6.5 | 2.1 | 0.2 | 1.1 | -5.5 | -8.7 | -7.5 | -0.8
O=C(Nc1ccccc1)C1=C[C@@H](c2ccc(Br)cc2)C[C@@H](OCCCCO)O1 | 2.0 | -0.2 | -6.7 | -3.1 | -1.2 | -3.7 | -10.7 | -55.4 | 2.7 | -5.4
CN1CCN(C(=O)Nc2ccc3c(c2)N(C)C(=O)c2ccccc2S3)CC1 | -1.8 | 4.0 | 1.4 | 3.7 | 2.0 | -8.2 | -5.2 | 8.4 | 1.0 | -2.8
CCOC(=O)c1nn(-c2ccccc2)c(C(=O)OCC)c1N | -3.5 | -0.3 | -2.3 | -0.9 | 0.6 | -1.6 | -3.9 | -3.9 | 5.8 | 1.0
Fc1cccc(NC(=S)NCc2ccc(Cl)cc2)c1 | 1.9 | -1.6 | 2.3 | 0.5 | -3.8 | 2.3 | 1.4 | -10.4 | -1.1 | -7.4
COC(=O)C1=C(C)N(CC2CC2)C(=O)N[C@H]1c1ccc(Br)cc1 | -2.1 | 0.8 | -5.2 | -12.9 | 2.3 | -0.2 | 3.0 | · | 1.6 | 0.4
C[C@@H](CSc1ccc(Br)cc1)CN1CC[C@H](C(C)(C)C)CCC1=O | -2.2 | 1.1 | 7.0 | -10.3 | 3.5 | -1.3 | -2.2 | -30.4 | -1.9 | -1.3
CCOC(=O)CSc1nc2sc3c(c2c(=O)n1-c1ccccc1)CCN(C(C)C)C3 | -4.7 | -1.1 | -5.6 | 0.4 | 3.2 | 0.0 | -5.1 | -2.8 | -3.8 | -6.1
CN1CCN(c2ccc(NS(=O)(=O)c3ccc(Cl)cc3)cn2)CC1 | -4.6 | 2.5 | 7.3 | -0.5 | -1.9 | 0.6 | 2.4 | 2.8 | 2.4 | -2.8
COC(CNC(=O)C(=O)Nc1cc2c3c(c1)CCN3C(=O)CC2)OC | 0.9 | 1.2 | 13.2 | 3.3 | 2.0 | -1.6 | 3.6 | 5.3 | 5.9 | 6.2
CC(C)CCN1NC2(CCC(C)CC2)NC1=S (stereo unspecified) | -2.0 | -1.6 | 2.4 | -0.1 | 7.8 | 12.8 | 1.4 | -7.0 | -8.7 | 2.5
CNC(=O)Nc1cccc2cccnc12 | 3.0 | 6.5 | 3.0 | -0.4 | -2.7 | -2.5 | -7.4 | 1.5 | 2.6 | -9.8
Cn1c(=O)n(C)c2cc(NS(=O)(=O)c3ccc(C(C)(C)C)cc3)ccc21 | 1.0 | -2.7 | 4.3 | 6.1 | 0.2 | -0.4 | 9.4 | -2.5 | -1.9 | 8.4
O=C(/C=C/c1ccc(N2CCCCC2)c([N+](=O)[O-])c1)c1ccc(S(=O)(=O)N2CCCC2)cc1 | 10.3 | -8.3 | -1.3 | -1.7 | 2.0 | 1.1 | -2.5 | 2.0 | -5.5 | -0.7
CC1(NC(=S)Nc2ccc(NC(=S)NC3(C)CCS(=O)(=O)C3)cc2)CCS(=O)(=O)C1 (stereo unspecified) | 4.6 | 5.8 | 5.2 | 0.2 | -0.1 | -0.6 | 5.0 | · | 1.2 | 7.5
CC1CCN(CCc2nc3cc(NS(=O)(=O)c4ccc(F)cc4)ccc3n2C)CC1 | 1.7 | 0.6 | -17.7 | 3.0 | 1.3 | -2.9 | -6.1 | 3.2 | 2.2 | -1.6
CCOC(=O)c1cnc(-n2nc(C)cc2C)nc1NC | -2.9 | 1.8 | 3.8 | 2.4 | 1.7 | 0.6 | 0.5 | -0.6 | 1.4 | 1.1
Cc1cc(C)n(CC(C)NC(=O)c2cc(COc3ccc(F)c(F)c3)on2)n1 (stereo unspecified) | -2.8 | 0.3 | 0.6 | 4.9 | -3.1 | 2.8 | -1.6 | -4.7 | 2.0 | -2.4
CNc1nc(Cl)nc2ncn(C)c12 | 2.0 | -1.4 | 6.9 | 0.2 | 7.0 | -1.2 | 0.5 | -2.0 | -4.2 | -4.0
Cc1ccc(C)c(SCC(=O)Nc2oc(C)c3c(C)n[nH]c(=O)c23)c1 | -1.7 | 1.1 | 0.1 | -4.3 | -3.3 | 22.0* | 3.2 | -1.4 | -3.6 | 0.9
Cc1noc(C)c1S(=O)(=O)N1CCN(c2ccccc2)CC1 | 0.6 | -0.9 | -2.1 | -2.9 | -2.8 | -6.0 | -0.6 | 3.6 | 10.8 | -1.1
Nn1c(SCC(=O)NC2CCCCC2)nnc1-c1cc(-c2ccccc2)n[nH]1 | 0.5 | 0.5 | 9.3 | -5.5 | -2.3 | -5.0 | 2.0 | · | · | 2.5
CC(C)(Oc1ccc(Cl)cc1)C(=O)OCC(=O)NCCc1ccc(S(N)(=O)=O)cc1 | 4.8 | -1.5 | 5.1 | 1.9 | 1.1 | -0.7 | -5.8 | -2.1 | -5.0 | 1.1
O=C(Nc1cccc(-n2cnnn2)c1)c1ccco1 | -0.9 | 2.0 | 1.2 | -3.6 | 3.1 | -0.8 | -1.8 | 2.3 | -1.0 | 6.9
CC(C)NC(=O)C1(C)CN(S(C)(=O)=O)CC(=O)N1CCCN1CCOCC1 (stereo unspecified) | -0.9 | -0.8 | 12.6 | 0.6 | 1.2 | -2.9 | 1.0 | · | 6.5 | 0.4
Cc1ccc(OCCSc2nnc(NC(=O)c3ccco3)s2)cc1 | 2.2 | -2.3 | -5.6 | -0.8 | -3.5 | -2.1 | 1.3 | 3.6 | 9.4 | -2.4
COc1ccc(NS(=O)(=O)c2cc(NC(=O)[C@@H](NC(N)=O)C(C)C)ccc2C)cc1 | 1.5 | -1.6 | 14.3 | -3.8 | -1.1 | -3.5 | 0.4 | -4.1 | 2.1 | -2.9
COc1ccc(C2C(C(=O)Nc3ccccc3OC)=C(C)Nc3ncnn32)cc1 (stereo unspecified) | -2.4 | -1.7 | 9.6 | -11.0 | 4.4 | 3.0 | -3.1 | 0.0 | -5.6 | 2.1
CC1=C(C(=O)N(C(C)C)C(C)C)CC(CC(=O)NC(c2ccccc2)c2ccccc2)C(=O)N1Cc1ccc(C(C)(C)C)cc1 (stereo unspecified) | 9.8 | -0.1 | 2.7 | 4.2 | -0.3 | 4.5 | -7.5 | · | -5.2 | -1.0
COC(=O)Cc1csc(NC(=O)c2ccc3ncsc3c2)n1 | 7.6 | -1.0 | 1.5 | -2.4 | -2.6 | 13.9 | -6.5 | -6.6 | 3.9 | -4.6
Cc1ccc(NC(=O)CN2CCOCC2)cc1 | 5.1 | 1.5 | -5.8 | -1.3 | 1.1 | -0.7 | -6.5 | 5.0 | 11.7 | -8.3
C/C(=N\NC(=O)COc1ccc(C)cc1[N+](=O)[O-])c1cccs1 | -1.1 | 4.6 | -6.8 | 1.3 | 7.1 | 1.2 | -13.6 | -3.0 | -7.3 | -7.6
CC(C)(c1ccccc1)c1ccc(OCCn2cnc3ccccc3c2=O)cc1 | 3.5 | 2.5 | -8.6 | -7.6 | -6.3 | 1.3 | -5.7 | -51.1 | -6.1 | -22.9
CCN(Cc1ccccc1)S(=O)(=O)c1ccc2c(c1)NC(=O)CC(=O)N2 | -1.8 | -1.5 | -9.8 | -2.8 | -3.6 | -2.5 | 3.5 | 1.1 | -4.2 | -1.8
CCOC(=O)CC[C@H](NC(=O)[C@@H]1CC=C[C@@H]2CCN(Cc3ccc(Cl)cc3)C(=O)[C@@H]21)C(=O)OCC | · | 3.4 | -6.5 | 1.4 | 4.7 | 2.6 | 5.8 | · | · | -2.1
O=C(O)C1CCCCN1C(=O)c1ccc(S(=O)(=O)N2CCCC2)cc1 (stereo unspecified) | -2.7 | -6.5 | -1.9 | -0.3 | 0.6 | -1.7 | 1.1 | 4.3 | -1.8 | 3.5
Cc1ccc(NC(=O)CNS(=O)(=O)c2cccs2)cc1F | 1.1 | -3.7 | 4.2 | 1.9 | -1.7 | -0.2 | 5.7 | 4.7 | 1.6 | 12.7
CC1=CC(C)(C)NC(=S)N1c1ccc(C)cc1C | -2.4 | -2.4 | -9.1 | 3.5 | 2.1 | -1.1 | -6.3 | -1.3 | 5.3 | 2.4
COCCCNC(=O)C[C@@H]1C[C@@]2(C(=O)OC)CC(C)(C)CC=C2N(Cc2ccccc2)C1=O | -0.9 | -0.9 | 3.5 | 2.8 | -1.3 | -5.9 | -2.5 | · | -4.5 | -0.5
N#Cc1c(-c2ccccc2)cc(C2CC2)nc1SCC(=O)c1cccs1 | -2.5 | 2.9 | 4.9 | -1.2 | 1.3 | -3.8 | -9.4 | -7.1 | 0.8 | -1.8
CCOc1ccc2c(c1)C(C)=CC(C)(C)N2S(=O)(=O)c1ccc(C)cc1 | -7.1 | -3.3 | -2.0 | -2.8 | 2.9 | -1.1 | -3.9 | -28.5 | 4.6 | -9.8
Cc1cc(C)c2nc(N3CCC(C(=O)NCC4CCCO4)CC3)sc2c1 (stereo unspecified) | -6.4 | -1.7 | 5.6 | -0.7 | 8.4 | 1.9 | -5.3 | 2.8 | -5.2 | -3.4
Cc1cc(OCc2cc3c(cc2Cl)OCO3)c2c(C)cc(=O)oc2c1 | 2.8 | 0.4 | 7.9 | 0.8 | 3.3 | -0.9 | -8.4 | 2.2 | 4.7 | -6.9
CCCCNC(=O)CN1CCN(Cc2ccc3cc(OC)ccc3c2)CC1 | -9.7 | 3.4 | 9.1 | 1.6 | 2.3 | 6.3 | 6.4 | 4.2 | -3.3 | 20.6
CC(=O)Nc1ccc(C(=O)Nc2ccc(S(=O)(=O)Nc3nccc(C)n3)cc2)cc1 | 3.6 | -2.5 | -10.7 | -1.6 | -1.4 | 1.2 | -6.4 | 2.9 | 7.5 | 2.1

Structures listed so far printed as active in PRMT1 FP inh.
smiles	LEDGF integ inh	TDP2 inh	NPR2 activator	MBD2 inh	PRMT1 FP inh	SIAE inh	HTRA1 inhibitor	TCR-CD3 inh	mABHD4 FP
Cc1ccc(C)c(SCC(=O)Nc2oc(C)c3c(C)n[nH]c(=O)c23)c1	1.1	0.1	-4.3	-3.3	22.0*	3.2	-1.4	-3.6	0.9

Bioassay records from PubChem BioAssay.
